CHT allo act: CHT positive allosteric modulators, primary screen, cell-based, membrane potential dye, choline EC20 | 310,000 tested, 0.49% active | B-score at 10 µM | CHT-expressing cells; hits give high values; LV-AA mutant CHT in HEK293 cells | High affinity choline transporter 1 (Homo sapiens), Q9GZV3;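 active = initial fluorescence not abnormally high and integrated response B-score, plate-corrected, over 3 SD above library mean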
Target sequence (Q9GZV3 whole entry, looked up): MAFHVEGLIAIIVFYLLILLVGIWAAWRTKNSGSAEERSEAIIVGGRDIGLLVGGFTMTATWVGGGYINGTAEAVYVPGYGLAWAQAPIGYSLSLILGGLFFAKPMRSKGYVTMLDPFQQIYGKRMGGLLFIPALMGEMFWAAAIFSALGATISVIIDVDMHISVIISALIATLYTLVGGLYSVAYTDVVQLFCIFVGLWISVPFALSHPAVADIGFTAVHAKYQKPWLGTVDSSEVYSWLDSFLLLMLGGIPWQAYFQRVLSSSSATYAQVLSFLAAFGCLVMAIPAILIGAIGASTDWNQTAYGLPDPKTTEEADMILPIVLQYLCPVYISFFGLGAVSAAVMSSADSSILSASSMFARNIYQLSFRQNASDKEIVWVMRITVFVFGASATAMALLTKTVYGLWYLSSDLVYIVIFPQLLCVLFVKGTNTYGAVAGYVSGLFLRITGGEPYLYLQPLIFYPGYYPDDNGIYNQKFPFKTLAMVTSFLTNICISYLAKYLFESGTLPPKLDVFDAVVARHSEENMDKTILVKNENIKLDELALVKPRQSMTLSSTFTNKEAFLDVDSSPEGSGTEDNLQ
CHT inh: inhibitors of human choline transporter CHT; 310,000 tested, 0.86% active; CHT-expressing cells, membrane potential dye, choline response; hits give low values; B-score at 10 µM; AID 488975, 2010;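 active = B-score over 3 SD under the library average, and starting fluorescence ratio not unusually high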;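 also: choline stimulus applied at its EC90 after an EC20 pre-addition; B-score computed on integrated fluorescence ratio after choline addition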
The depositor's hits bear a star; i = inactive.

SMILES | CHT allo act | CHT inh
CN(C)CCn1c(=O)n(-c2ccc(F)cc2)c(=O)c2c3c(sc21)CCCCC3 | i | i
Cc1cnccc1CN(C)C(=O)CC1C(=O)NCCN1CC1CCCCC1 (stereo not given) | 7.7* | i
CCc1ccc2c(Cl)c(C(=O)N/N=C/c3c[nH]c4ccccc34)sc2c1 | i | i
CCC(C(=O)Nc1nccs1)(C(F)(F)F)C(F)(F)F | i | i
COCCOC(=O)C1=C(C)NC(=S)NC1c1cccs1 (stereo not given) | i | i
CCc1ccc(/C=C/C(=O)c2ccc(N3CCOCC3)cc2)cc1 | i | i
COc1ccc(NC(=O)NCCN2CCN(c3cc(OC)ccc3OC)CC2)cc1 | i | i
Cc1cc(C)cc(N(CC(=O)NC2CCC(C)CC2)S(=O)(=O)c2c(C)[nH]c(=O)[nH]c2=O)c1 (stereo not given) | i | i
Cn1nnc(NC(=S)NC(=O)c2cc(Cl)ccc2Cl)n1 | i | i
COC(=O)c1ccc(C23CC4(C2)[C@H](CN(CC2CCCCC2)[C@@H]4c2ccccc2)C3c2ccccc2)cc1 (stereo not given in full) | i | i
Cc1ccc(S(=O)(=O)N2CCN(C(=O)/C=C/c3ccco3)CC2)cc1 | i | i
CC(C)(C)c1ccccc1NC(=O)c1ccc(-n2cncn2)c([N+](=O)[O-])c1 | i | i
COc1cccc(NC(=O)CN(C)C(=O)c2ccccc2OCc2c(C)noc2C)c1 | i | i
CC(NC(=O)COc1ccc(-c2ccccc2)cc1)C1CCCO1 (stereo not given) | i | i
CN1CCN(c2nc(N3CCN(CCO)CC3)nc3ccccc23)CC1 | 11* | i
CCc1nn(C(C)C(=O)N(C)Cc2ccccc2)c(=O)c2cc3occc3n12 (stereo not given) | i | i
CCC(=O)Nc1ccc2ccccc2c1 | i | i
CCOc1ccc(NC(=O)CSc2nnc(CNC(=O)c3cccs3)o2)cc1 | i | i
CCn1c(SCC(=O)c2cc(C)n(-c3ccc(C(=O)OC)cc3)c2C)nnc1-c1cccnc1 | i | i
CCCCn1c(SCC(=O)Nc2ccc(NC(C)=O)cc2)nc2ccccc2c1=O | i | i
O=c1[nH]c(=O)c2nnc(N/N=C\c3ccc(O)cc3)nc2[nH]1 | i | i
CCC(=O)c1ccc(OCC(=O)OCC(=O)NC2CCCCCC2)cc1 | i | i
COC(=O)c1cccc(CSc2nnc(C)s2)c1 | i | i
CCOC(=O)c1oc2ccc(CNC(C)(C)C)c(Cl)c2c1C | i | i
COc1ccc(C=C2C=C(C(C)(C)C)C(=O)C(C(C)(C)C)=C2)cc1OC | i | i
CC1C/C(=C\c2ccccc2[N+](=O)[O-])c2nc3ccccc3c(C(=O)O)c2C1 (stereo not given) | i | i
CC([NH2+][O-])C(C)(C)NO (stereo not given) | i | i
COc1ccc(S(=O)(=O)N2CCc3cc4c(cc3C2C)OCCCO4)cc1 (stereo not given) | i | i
Cc1ccc(S(=O)(=O)N(C)C)cc1NC(=S)NCCCn1ccnc1 | i | i
O=C(NCC1CCCO1)C1C2C=CC3(CN(Cc4cccs4)C(=O)C13)O2 (stereo not given) | i | i
COc1ccc(C(OCC2CO2)c2ccc(OC)cc2)cc1 (stereo not given) | i | i
Cc1cc(=O)oc2c3c(cc(OCC(=O)NCC(=O)O)c12)OC(C)(C)CC3 | i | i
O=C(c1ccccc1)c1ccc(COC(=O)c2cnccn2)cc1 | i | i
O=C(CSc1nnnn1C1CCCCC1)NCc1ccccc1 | i | i
CN(C)/C=c1\sc2c(C#N)cc(C(=O)c3ccc(Br)cc3)n2c1=O | i | i
CCCC(=O)Nc1ccc(S(=O)(=O)N2CCCC2)cc1 | i | i
COc1ccccc1N(C(=O)c1snc(C(N)=O)c1N)C(C(=O)NC1CCCC1)c1ccco1 (stereo not given) | i | i
Cc1ccccc1NC(=O)Nc1cc(-c2ccccc2)nn1C | i | i
CCN(CC(=O)NC(=O)NC1CCCCC1)Cc1nc2ccccc2c(=O)[nH]1 | i | i
Cc1ccccc1C(=O)NNC(=O)C12CC3CC(CC(C3)C1)C2 | i | i
Cn1ccnc1SCC(=O)Nc1nc2ccccc2s1 | i | i
CC(C)(C)c1ccc(C(=O)NNC(=O)c2ccccc2Br)cc1 | i | i
Cc1ccc(-c2nnn(CC(=O)N(Cc3ccco3)C(C(=O)NC(C)(C)C)c3cccs3)n2)o1 (stereo not given) | i | i
CN1CCN(Cc2ccc(OCc3ccccc3)cc2)CC1 | i | i
N#CCCn1cc(C(CC(=O)c2ccc(Br)cc2)C(=O)O)c2ccccc21 (stereo not given) | i | i
C=C(C)C(=O)N1CC2(CC(c3cccc(NC(=O)/C(C)=C\C)c3)=NO2)C[C@H]1C(N)=O (stereo not given in full) | i | i
Cc1cccc(C)c1NC(=O)COC(=O)c1cc[n+]([O-])cc1 | i | i
O=C(Nc1nc(-c2ccccc2)cs1)c1cccc([N+](=O)[O-])c1 | i | i
CCCCn1nnc(NC(=O)c2ccc(-c3ccccc3)cc2)n1 | i | i
CCOc1ccc(S(=O)(=O)Nc2cccnc2)cc1 | i | i
Cc1ccc(C)c(NC(=S)NNC(=O)c2csc3c2CCCC3)c1 | i | i
COc1ccc(-c2oc3cccnc3c2C#CCO)cc1 | i | i
CC(=O)Nc1nc2c(c3c1c(=O)oc1ccccc13)CCCCC2 | i | i
CCSc1nnc(-c2cc(Br)ccc2N)c(=O)[nH]1 | i | i
c1ccc(-c2csc(Nc3cccnc3)n2)cc1 | i | i
Cc1nc2ccccc2nc1CSc1nncs1 | i | i
Cc1cc(C)c2nc3nc(C)cc(C)c3c(N)c2c1 | i | i
CN(C(=O)COC(=O)c1cc(S(=O)(=O)N2CCOCC2)c(Cl)cc1Cl)C1CCS(=O)(=O)C1 (stereo not given) | i | i
Cc1ccc2occ(/C=N/NC(=O)c3ccccc3C)c(=O)c2c1 | i | i
[N-]=[N+]=CC(=O)c1ccnc(C(=O)C=[N+]=[N-])c1 | i | i

More results:
SMILES | CHT allo act | CHT inh
O=C(N/N=C/c1cn(Cc2cccc(F)c2)c2ccccc12)c1cc(O)cc(O)c1 | i | i
Cc1ccc(-c2n[nH]c3c2C(c2ccccc2)N(c2ccc(C(=O)O)cc2)C3=O)cc1 (stereo not given) | i | i
O=C1N/C(=N\c2ccccn2)SC1Cc1ccccc1Cl (stereo not given) | i | i
C=CCNC(=O)c1ccc([N+](=O)[O-])c(Cl)c1 | i | i
CCOc1ccc(C(=O)OCCN(C)C)cc1 | i | i
O=C(NC1CCCc2ccccc21)c1ccc([N+](=O)[O-])cc1 (stereo not given) | i | i
CCOC(=O)C1CCCN(C(=O)C2CCC(CNS(=O)(=O)c3ccc(NC(C)=O)cc3)CC2)C1 (stereo not given) | i | i
CCOC(=O)C1=C(C)N[C@@]2(O)c3ccccc3C(=O)[C@@]12O | i | i
Cc1cccc(NC(=O)C2CCCN(c3ncnc4c3nc3n4CCCCC3)C2)n1 (stereo not given) | i | i
C/C=C/C(=O)OCC(=O)Nc1ccccc1Br | i | i
CCOC(=O)N1CCN(C(=O)COCc2cc(-c3ccc4c(c3)OCO4)on2)CC1 | i | i
CCOC(=O)N1CCN(C(=O)CC(=O)Nc2ccc3nc4n(c(=O)c3c2)CCCCC4)CC1 | i | i
CSCc1ccc(C(=O)NCC(c2cccs2)N2CCOCC2)cc1 (stereo not given) | i | i
CC(=O)c1c(Nc2ccc3c(c2)OCCO3)oc(C)cc1=O | i | i
COCCCNC(=O)CN1C(=O)c2cccc3cccc1c23 | i | i
CC(C)(C)c1nc2c(s1)CCc1onc(-c3ccc(Cl)cc3)c1-2 | i | i
C[N+](C)(C)CCOP(=O)([O-])OC[C@H](O)CO | i | i
O=C(NCc1ccncc1)c1cnccn1 | i | i
CCOc1ccc(CNc2ccc3c(c2)ncn3C)cc1 | i | i
CCNS(=O)(=O)c1ccc(CCC(=O)N2CCN(Cc3ccccc3)CC2)cc1 | i | i
Cc1ccc(O)c(C(=O)c2cnc(/N=C(\N)N(C)C)nc2)c1 | i | i
COC(=O)C(Cc1c[nH]c2ccccc12)NC(=O)C1CC1 (stereo not given) | i | i
COc1ccc(C)cc1NC(=O)CN(c1ccc(F)cc1)S(C)(=O)=O | i | i
CC(=O)CC1(O)C(=O)Nc2ccccc21 (stereo not given) | i | i
CC(C)CCNC(=O)COc1ccc2c3c(c(=O)oc2c1)CCC3 | i | i
COc1ccc(NC(=S)NCc2cccnc2)cc1 | i | i
Cc1ccc(Cl)cc1NC(=O)c1cc(NC(=O)C2CCCCC2C(=O)O)ccc1N1CCOCC1 (stereo not given) | i | i
CCN(CC)S(=O)(=O)c1ccc(S(=O)(=O)N2CCC(C(=O)NC3CCN(Cc4ccccc4)CC3)CC2)cc1 | i | i
COc1cccc(C2/C(=C(\O)c3ccc4c(c3)OCCO4)C(=O)C(=O)N2CCCN2CCOCC2)c1OC (stereo not given) | i | i
Cc1cc(C)cc(NC(=O)Cn2ncn3c(cc4ccccc43)c2=O)c1 | i | i

For convenience, part of the list above.
SMILES | CHT allo act | CHT inh
CN(C)CCn1c(=O)n(-c2ccc(F)cc2)c(=O)c2c3c(sc21)CCCCC3 | i | i
Cc1cnccc1CN(C)C(=O)CC1C(=O)NCCN1CC1CCCCC1 (stereo not given) | 7.7* | i
CCc1ccc2c(Cl)c(C(=O)N/N=C/c3c[nH]c4ccccc34)sc2c1 | i | i
CCC(C(=O)Nc1nccs1)(C(F)(F)F)C(F)(F)F | i | i
COCCOC(=O)C1=C(C)NC(=S)NC1c1cccs1 (stereo not given) | i | i
CCc1ccc(/C=C/C(=O)c2ccc(N3CCOCC3)cc2)cc1 | i | i
COc1ccc(NC(=O)NCCN2CCN(c3cc(OC)ccc3OC)CC2)cc1 | i | i
Cc1cc(C)cc(N(CC(=O)NC2CCC(C)CC2)S(=O)(=O)c2c(C)[nH]c(=O)[nH]c2=O)c1 (stereo not given) | i | i
Cn1nnc(NC(=S)NC(=O)c2cc(Cl)ccc2Cl)n1 | i | i
COC(=O)c1ccc(C23CC4(C2)[C@H](CN(CC2CCCCC2)[C@@H]4c2ccccc2)C3c2ccccc2)cc1 (stereo not given in full) | i | i
Cc1ccc(S(=O)(=O)N2CCN(C(=O)/C=C/c3ccco3)CC2)cc1 | i | i
CC(C)(C)c1ccccc1NC(=O)c1ccc(-n2cncn2)c([N+](=O)[O-])c1 | i | i
COc1cccc(NC(=O)CN(C)C(=O)c2ccccc2OCc2c(C)noc2C)c1 | i | i
CC(NC(=O)COc1ccc(-c2ccccc2)cc1)C1CCCO1 (stereo not given) | i | i
CN1CCN(c2nc(N3CCN(CCO)CC3)nc3ccccc23)CC1 | 11* | i
CCc1nn(C(C)C(=O)N(C)Cc2ccccc2)c(=O)c2cc3occc3n12 (stereo not given) | i | i
CCC(=O)Nc1ccc2ccccc2c1 | i | i
CCOc1ccc(NC(=O)CSc2nnc(CNC(=O)c3cccs3)o2)cc1 | i | i
CCn1c(SCC(=O)c2cc(C)n(-c3ccc(C(=O)OC)cc3)c2C)nnc1-c1cccnc1 | i | i
CCCCn1c(SCC(=O)Nc2ccc(NC(C)=O)cc2)nc2ccccc2c1=O | i | i

Next compounds.
SMILES | CHT allo act | CHT inh
OC(COc1ccccc1)CN1CCCC1 (stereo not given) | i | i
CC(=O)Nc1ccc(NC(=O)CSCc2ccccc2Cl)cc1 | i | i
O=S(=O)(NCCNS(=O)(=O)c1ccc(F)cc1)c1ccc(F)cc1 | i | i
CC(C)C[C@H](NC(=O)Nc1cccc(Br)c1)C(=O)O | i | i
Cc1ccc(S(=O)(=O)NCCC(=O)OCC(=O)N2CCCC2=O)cc1C | i | i
CSCC[C@H](NC(=O)N1CCn2c1nc1ccccc12)C(=O)N[C@H](Cc1ccccc1)C(=O)O | i | i
CCOC(=O)N1CCN(c2c(NCCCN(CC)CC)c(=O)c2=O)CC1 | i | i
CCN1CCN(c2ncnc3scc(-c4ccc(C)cc4)c23)CC1 | i | -9.9*
NS(=O)(=O)c1ccc(CCNC(=O)CCc2nc3ccccc3s2)cc1 | i | i
CCOc1ccc(C(=O)Nc2ccc(S(=O)(=O)Nc3nccc(C)n3)cc2)cc1OCC | i | i
COc1cc(C(=O)O)c([N+](=O)[O-])c(OC)c1OC | i | i
Cc1cccc(OCC(=O)NN2C(=O)C3C4C=CC(O4)C3C2=O)c1 (stereo not given) | i | i
COc1ccc(Cn2c(=O)n(Cc3ccco3)c(=N)c3c4c(sc32)COC(C)(C)C4)cc1 | i | i
CC(C)(C)CN1C(N)=NC[C@@H]1Cc1ccccc1 | i | i
O=C(Nc1ccc(NC(=O)c2ccco2)cc1)c1ccc2c(c1)OCO2 | i | i
Cc1ccc(S(=O)(=O)N(C)CCCC(=O)Nc2ccccn2)cc1 | i | i
CN(C)/C=N/c1c(C#N)cnn1-c1nc2ccccc2s1 | i | i
CC(=O)N/C(=C\c1ccccc1)C(=O)OCC(=O)c1ccc(F)cc1 | i | i
Cc1ccccc1N=C(NO)c1nonc1N | i | i
COCCNC(=O)[C@H](C)[C@H]1C[C@]1(C)[C@H](NC(=O)OCc1ccccc1)c1ccccc1 | i | i
O=C(NCc1ccccc1)C1(C(F)(F)F)CC(CCCO)CCCO1 (stereo not given) | i | i
Cc1cc(NCCOCCO)n2c(nc3ccccc32)c1C#N | i | i
CCOC(=O)c1c(/N=C/N(C)C)sc(C(=O)OC)c1C | i | i
COC(=O)c1cc(=O)nc2sccn12 | i | i
CCC1S/C(=C(\C#N)C(N)=O)N(c2ccc(F)cc2)C1=O (stereo not given) | i | i
Cc1cc(CN2CCCC(C(=O)Nc3cccc(-n4cccn4)c3)C2)cc(C)c1O (stereo not given) | i | i
CC1(NC(=S)N(CCO)CCO)CCS(=O)(=O)C1 (stereo not given) | i | i
CC(=O)C1=C(C)NC(SCC(N)=O)=C(C#N)C1c1cccs1 (stereo not given) | i | i
CCCCn1c(-c2csc3ccccc23)n[nH]c1=S | i | i
COc1ccnc(Nc2ccc(C)c(C)c2)c1C#N | i | i

Compound activity (PubChem BioAssay)
